Tat transport = blocks Tat-dependent protein export in E. coli; E. coli MC4100 TorA-mCherry Tat export, fluorescence; inhibition, % at 10 µM; hit rate 0.036% among 340,000; AID 488895;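 active = mean replicate inhibition at least 50% and at least half of replicates individually reaching 50%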;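 also: exported cargo escapes ClpAP degradation while cytoplasmic cargo is degraded and loses fluorescence; 0% = median of neutral control wells and 100% = median of NaSCN control wells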
SR-BI HDL uptake = mouse SR-BI HDL lipid transfer inhibition. AID 488896. inhibition, % at 12.5 µM. ldlA[mSR-BI] CHO cells, DiI-HDL uptake fluorescence, 3 h. Q61009. hit rate 0.96% among 320,000;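 active = mean replicate inhibition of at least 70% and a set share of replicates each scoring 70 or more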;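 also: 0% = median of neutral control wells and 100% = median of positive control wells; values of inactives mirror those of a sister screen read the other way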
Target sequence (Q61009 whole entry, looked up): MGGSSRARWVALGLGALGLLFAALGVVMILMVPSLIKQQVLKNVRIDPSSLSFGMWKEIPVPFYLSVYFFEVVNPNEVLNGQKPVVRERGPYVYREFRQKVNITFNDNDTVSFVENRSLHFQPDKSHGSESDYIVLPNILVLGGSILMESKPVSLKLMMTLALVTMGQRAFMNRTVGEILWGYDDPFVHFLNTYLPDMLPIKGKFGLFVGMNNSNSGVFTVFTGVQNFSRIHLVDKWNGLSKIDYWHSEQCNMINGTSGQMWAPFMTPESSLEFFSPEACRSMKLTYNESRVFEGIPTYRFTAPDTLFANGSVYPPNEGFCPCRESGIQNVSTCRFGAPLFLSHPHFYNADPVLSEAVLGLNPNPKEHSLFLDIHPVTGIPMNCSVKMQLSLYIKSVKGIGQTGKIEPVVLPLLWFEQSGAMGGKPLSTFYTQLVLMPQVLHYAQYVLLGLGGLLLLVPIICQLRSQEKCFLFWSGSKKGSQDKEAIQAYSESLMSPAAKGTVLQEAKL
Wnt bcat act = activates Wnt/beta-catenin signaling in a reporter cell assay; activation, % at 9.35 µM; hit rate 1.2% among 300,000; AID 743398; activator, plate reader; in the data active = activation above about 30%, passing the limit was not always enough;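 also: 0% = neutral control wells and 100% = positive control wells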
phage Ecoli inh = E. coli growth loss with phage present | growth absorbance | inhibition, % at 11.9 µM | hit rate 0.26% among 360,000; in the data active = inhibition above about 11%
CAL PDZ FP-1 = blocks peptide binding to the human CAL PDZ domain. Q9HD26. inhibition, % at 24.9 µM. AID 602252. purified CAL PDZ, TMR-peptide fluorescence polarization, 1 h. hit rate 0.92% among 300,000;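 active = mean inhibition of at least 30% with at least half of replicates also reaching 30%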;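 also: 0% = DMSO neutral control and 100% = excess unlabeled competitor peptide PRC23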
CAL PDZ FP-2 = human CAL PDZ-peptide interaction inhibition; Q9HD26; purified CAL PDZ, TMR-peptide fluorescence polarization, 1 h; inhibition, % at 20 µM; hit rate 0.02% among 330,000; AID 504414;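 active = highest replicate inhibition of at least 40%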;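 also: plate controls were DMSO neutral control wells for no effect and unlabeled competitor peptide control wells for full effect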
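material = purified tagged CAL PDZ domain construct (CerCALP) | compound dosing = 20 µM, one dose | times = 1 h at RT | measured by = fluorescence polarization from S- and P-plane intensities, G-factor corrected | read-out = inhibition from polarization loss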
SR-BI uptake up = SR-BI HDL lipid transfer activation; hit rate 0.096% among 320,000; CHO ldlA[mSR-BI] cells, DiI-HDL uptake fluorescence, 3 h; 100 = double the neutral-control signal; activation, % at 12.5 µM;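 active = mean replicate activation of at least 60% and every replicate at or above 60%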;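 also: 0% = median plate neutral-control signal and 100% = twice that signal; values of inactives mirror those of a sister screen read the other way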
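Test system: SR-BI-overexpressing, LDLR-lacking CHO cells; Medium: Ham's F12 with 0.5% BSA, HEPES 25 mM, pH 7.4; Schedule: 3 h, 37 °C; Technique: bottom-read fluorescence, 550/595 nm.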
E coli growth = counter-screen for AddAB inhibitors: E. coli growth inhibition; hit rate 0.27% among 330,000; inhibition, % at 11.9 µM; E. coli V3065 growth, OD600 absorbance, 18 h; AID 449728;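 active = inhibition above the campaign's mean inhibition across all tested compounds plus 3 SD, cut at about 9.9% in these data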;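 also: uninfected addAB+ strain grown without phage in ampicillin broth; 0% = DMSO wells and 100% = ciprofloxacin 0.95 µg/ml wells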
MITF TRPM1 HTS = increases MITF-driven TRPM1 promoter luciferase signal. SK-MEL-5 TRPM1-promoter luciferase, 24 h; % of positive control, neutral wells = 0. activation, % at 12.5 µM. hit rate 0.75% among 300,000. AID 588334;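 active = mean activation of at least 80% with every replicate also reaching 80%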;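 also: 0% = neutral control wells and 100% = parthenolide positive control wells; values of inactives mirror those of a sister screen read the other way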
AddAB inh = less growth of phage-infected E. coli with AddAB | E. coli expressing H. pylori AddAB, absorbance growth | hit rate 0.29% among 330,000 | AID 435030 | inhibition, % at 11.9 µM; in the data active = inhibition above about 12%;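 also: 0% = vehicle wells of infected cells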
* = called active by the depositor; / = not tested or not shown. An unsorted share of the library. Share with any hit: about 3.6%.

Value order – Tat transport	SR-BI HDL uptake	Wnt bcat act	phage Ecoli inh	CAL PDZ FP-1	CAL PDZ FP-2	SR-BI uptake up	E coli growth	MITF TRPM1 HTS	AddAB inh
> COC(=O)c1cc(NC(=O)CC2CCCC2)cc(C(=O)OC)c1
    0	/	-3	1.8	/	-3.0	/	-1.8	10	-0.3
> Cc1nc(-c2ccc(Cl)cc2)sc1C1(C)CC(c2ccc(Br)cc2)=NO1 (centres undefined)
    4	2	1	3.0	-5	0.1	-2	1.4	18	4.2
> O=C(N/C(=C/c1cccnc1)C(=O)N1CCOCC1)c1ccccc1Br
    0	-16	/	3.0	-1	-2.1	16	-2.2	1	3.1
> Cn1c(=O)c2sccc2n2c(CCCC(=O)NCc3cccnc3)nnc12
    -6	-38	0	2.7	-2	-2.3	38	0.4	-10	1.5
> Cc1ccccc1-c1nc(CS(=O)(=O)CC(=O)N2CCc3ccccc3C2)c(C)o1
    7	5	-5	1.4	/	0.2	-5	1.5	-6	4.1
> CCN(Cc1nc(-c2ccccc2)no1)C(=O)c1ccc2c(c1)OCO2
    0	-21	0	3.3	-2	-0.7	21	3.0	-3	6.5
> CCCOc1ccc(C(=O)ON=C2CCN(C)CC2)cc1
    0	-23	-2	2.9	4	-0.1	23	1.6	6	4.7
> O=C(NC1CCS(=O)(=O)C1)c1cnccn1 (centres undefined)
    7	-20	-5	0.6	0	-1.6	20	-3.1	9	1.8
> COc1ccc(CN(C)C(=O)Cc2c[nH]c3ccccc23)cc1
    -2	21	-2	1.9	1	-0.5	-21	-0.8	-3	0.2
> COc1cnc(-c2ccccc2)nc1OC
    -2	-6	1	2.1	/	-0.2	6	-0.7	9	1.8
> Fc1ccc(-c2csc(N3CCOCC3)n2)cc1
    11	15	20	1.2	5	-0.9	-15	-3.4	49	-0.5
> CCC(=O)Nc1cccc(C(=O)OCC(=O)c2ccccc2Cl)c1
    -10	-3	/	3.5	/	-1.1	3	-2.1	67	0.9
> Cc1occc1C(=O)NC1CCCN(Cc2ccc(Cl)cc2)C1 (centres undefined)
    0	5	2	3.6	-3	-0.8	-5	1.3	-5	-0.3
> C=C(C)CN1C(=O)C(=O)N(CC(=C)C)C1=O
    /	/	-3	3.5	/	/	/	0.7	/	-0.3
> COc1cc(CNC(=O)C2CCCC2)cc(OC)c1OC
    -8	-1	0	1.8	-3	-1.2	1	-2.3	2	-0.9
> CCNc1nc(NCC)n2c(SCc3nc4ccccc4c(=O)[nH]3)nnc2n1
    0	-21	/	3.1	0	-0.4	21	2.2	-4	0.2
> NC(=O)c1nsc(C(=O)N(c2ccc(F)cc2)C(C(=O)NC2CCCC2)c2ccncc2)c1N (centres undefined)
    -13	/	-2	1.9	-3	-2.9	/	1.4	-3	0.4
> FC(F)(F)c1nnc2ccc(N3CCOCC3)nn12
    7	7	0	3.4	2	-2.0	-7	1.1	2	2.1
> CC1CN(C(=O)CCC(=O)N2CCCCC2)c2ccccc2O1 (centres undefined)
    -10	-21	1	1.2	/	-0.3	21	0.6	-1	-0.2
> CC(C)CC(=O)NC(=S)Nc1cccc(NC(=O)c2ccccc2Cl)c1
    3	17	10	2.6	2	-4.3	-17	-0.6	/	2.5
> Cc1c(NS(=O)(=O)c2ccc(N3CCCCC3)c([N+](=O)[O-])c2)c(=O)n(-c2ccccc2)n1C
    2	-3	-3	2.5	0	-0.2	3	-0.3	3	0.9
> O=C(COC(=O)c1ccc(O)cc1)Nc1ccc2c(c1)OCO2
    4	8	-2	3.1	-1	-1.1	-8	-1.6	1	-0.8
> O=C(CC1SCCNC1=O)Nc1cccc([N+](=O)[O-])c1 (centres undefined)
    5	/	-1	0.2	/	-0.3	/	-1.2	14	2.1
> O=C(NC(=S)NC1CCN(Cc2ccccc2)CC1)c1ccc(F)cc1
    5	10	1	2.8	-1	-1.2	-10	2.2	-13	-0.6
> O=C(NCCN1CCOCC1)C(=O)NCC1OCCN1C(=O)c1ccc(Cl)cc1 (centres undefined)
    -9	-5	-3	0.9	/	0.3	5	1.3	/	0.5
> CS(=O)(=O)N(Cc1ccco1)CC(O)Cn1c2ccccc2c2ccccc21 (centres undefined)
    -1	10	/	0.5	-3	/	-10	0.2	/	2.8
> CS(=O)(=O)c1ccc(NC(=O)c2cccc(-n3cnnn3)c2)cc1
    -13	12	9	2.3	-4	-1.2	-12	1.2	-5	1.2
> Cc1ccc(S(=O)(=O)CCC(=O)Oc2ccc(-c3nnco3)cc2)cc1
    0	-20	-1	2.7	0	-0.7	20	2.5	1	2.2
> Cc1ccc(N2C(=O)c3n[nH]c(C)c3C2c2ccccn2)cc1 (centres undefined)
    5	-18	4	1.2	6	-2.1	18	-0.7	/	0.0
> COc1ccc(CCN2CC(C(=O)N3CCC(O)(c4ccccc4)CC3)CCC2=O)cc1 (centres undefined)
    -3	-3	-2	2.3	-3	-2.1	3	0.0	2	0.9
> Cc1oc(-c2ccccc2Cl)nc1CN1CCCCC1CO (centres undefined)
    0	8	/	5.0	1	0.3	-8	-0.9	4	3.4
> CCn1c(=O)cc(OCC(=O)O)c2ccccc21
    -1	2	0	4.0	-5	-2.1	-2	0.6	-5	0.3
> CC(=O)c1cccc(NC(=O)Nc2ccc(C(=O)N3CCOCC3)cc2)c1
    13	-10	-7	1.1	24	/	10	2.5	/	3.4
> Cc1ccc(CNC(=O)Cc2ccc(-n3cccc3)cc2)cc1
    -5	-5	-2	2.9	-6	0.3	5	2.6	-9	2.1
> NCCN1CCN(S(=O)(=O)c2ccc([N+](=O)[O-])cc2)C=C1c1ccc(Cl)cc1
    -6	7	6	2.9	0	0.4	-7	-3.6	-10	-1.9
> CC(C)Oc1ccc(S(=O)(=O)N2CCOCC2)cc1NC(=O)CCCSc1ccccc1
    0	-9	-2	3.5	-5	-0.7	9	/	11	/
> Cc1cccn2c(=O)c3cc(S(=O)(=O)c4ccc(Br)cc4)c(=N)n(C4CCCCC4)c3nc12
    4	-8	-4	2.2	-3	-1.2	8	1.3	16	2.9
> COc1ccc(S(=O)(=O)N2CCN(c3ncnc4c(-c5ccccc5)nsc34)CC2)cc1
    -1	25	1	1.0	-3	0.4	-25	-3.2	-1	0.8
> COc1ccc(/C=C/C(=O)OCC(=O)Nc2cccc(Oc3ccccc3)c2)c(OC)c1
    -4	10	2	2.4	-2	-3.2	-10	-0.4	7	0.0
> COc1ccc(NC(=O)COC(=O)c2ccc3ccccc3n2)cc1
    6	-32	2	1.6	/	-2.4	32	-2.5	-20	0.8

Ordered by value in CAL PDZ FP-1 (rising): 3 from the list above
SMILES,Tat transport,SR-BI HDL uptake,Wnt bcat act,phage Ecoli inh,CAL PDZ FP-1,CAL PDZ FP-2,SR-BI uptake up,MITF TRPM1 HTS,AddAB inh
Cc1ccc(CNC(=O)Cc2ccc(-n3cccc3)cc2)cc1,-5,-5,-2,2.9,-6,0.3,5,-9,2.1
COc1cc(CNC(=O)C2CCCC2)cc(OC)c1OC,-8,-1,0,1.8,-3,-1.2,1,2,-0.9
COc1ccc(/C=C/C(=O)OCC(=O)Nc2cccc(Oc3ccccc3)c2)c(OC)c1,-4,10,2,2.4,-2,-3.2,-10,7,0.0

Whole records as entered above.
Listed for `CC1CN(C(=O)CCC(=O)N2CCCCC2)c2ccccc2O1` (centres undefined) : Tat transport: -10; SR-BI HDL uptake: -21; Wnt bcat act: 1; phage Ecoli inh: 1.2; CAL PDZ FP-1: /; CAL PDZ FP-2: -0.3; SR-BI uptake up: 21; E coli growth: 0.6; MITF TRPM1 HTS: -1; AddAB inh: -0.2
Listed for `NCCN1CCN(S(=O)(=O)c2ccc([N+](=O)[O-])cc2)C=C1c1ccc(Cl)cc1` : Tat transport: -6; SR-BI HDL uptake: 7; Wnt bcat act: 6; phage Ecoli inh: 2.9; CAL PDZ FP-1: 0; CAL PDZ FP-2: 0.4; SR-BI uptake up: -7; E coli growth: -3.6; MITF TRPM1 HTS: -10; AddAB inh: -1.9
Listed for `CCNc1nc(NCC)n2c(SCc3nc4ccccc4c(=O)[nH]3)nnc2n1` : Tat transport: 0; SR-BI HDL uptake: -21; Wnt bcat act: /; phage Ecoli inh: 3.1; CAL PDZ FP-1: 0; CAL PDZ FP-2: -0.4; SR-BI uptake up: 21; E coli growth: 2.2; MITF TRPM1 HTS: -4; AddAB inh: 0.2

More entries:
Value order – Tat transport	SR-BI HDL uptake	Wnt bcat act	phage Ecoli inh	CAL PDZ FP-1	CAL PDZ FP-2	SR-BI uptake up	E coli growth	MITF TRPM1 HTS	AddAB inh
> CCOc1ccccc1OCCCC(=O)N(CC)CC(=O)Nc1c(F)cccc1F
    -3	39	1	0.2	0	-1.2	-39	0.1	-2	1.6
> Cc1oc(-c2ccccc2Cl)[n+]([O-])c1C
    -8	-17	/	2.6	-1	-0.9	17	-3.5	-3	-0.9
> S=C1NCN(Cc2ccco2)CN1CCc1ccccc1
    -4	5	-1	-1.3	/	-0.6	-5	-0.5	/	3.2
> CC(=O)c1c(C)oc2ccc(N(C(=O)c3ccncc3)S(=O)(=O)c3ccccc3)cc12
    -1	4	-1	2.5	-6	0.3	-4	1.4	-7	0.9
> CCCn1c(=O)[nH]c(=O)c2c1nc(-c1ccccc1)n2CCN1CCOCC1
    4	-15	0	1.2	-1	/	15	2.8	7	2.6
> CSCC[C@@H](CO)NC(=O)c1ccc2nc(C3CCCCC3)oc2c1
    6	13	-1	2.5	-3	/	-13	-2.1	0	2.8
> O=C(Nc1nnc(/C=C/c2ccccc2)s1)c1ccco1
    -8	0	0	1.8	-2	-1.1	0	-0.5	28	0.3
> CCC(C)c1ccc(C2C3=C(Nc4nc(N)[nH]c(=O)c42)c2ccccc2C3=O)cc1 (centres undefined)
    -1	/	-9	-0.3	-1	-2.7	/	-1.6	-9	-0.5
> C[C@H](NC(=O)c1ccc2c(c1)OCO2)c1nnc2ccccn12
    2	6	/	/	/	-0.6	-6	-0.9	-5	1.1
> O=C(O)c1ccccc1NCc1ccncc1
    2	-9	-1	0.3	/	-0.7	9	-4.5	-2	0.9
> COc1ccc(OC)c(S(=O)(=O)Nc2ccc3oc4c(c3c2)C(=O)CCC4)c1
    1	-9	/	0.6	-4	-3.6	9	-2.2	/	1.8
> Cc1cc([N+](=O)[O-])ccc1NC(=O)CSc1nncn1-c1cccnc1
    -2	/	-2	-0.4	-2	-1.8	/	-2.9	4	1.2
> O=C(COC(=O)c1ccc(F)cc1F)Nc1cccc(S(=O)(=O)N2CCOCC2)c1
    -14	-5	-2	0.7	-4	-2.4	5	/	10	/
> Clc1nccc(NCc2ccccc2)n1
    4	-15	-1	-1.1	/	0.6	15	-1.7	/	3.9
> COCCNC(=O)c1cccc(S(=O)(=O)N2CC3(C)CC2CC(C)(C)C3)c1 (centres undefined)
    -1	-19	-3	3.7	-2	0.3	19	-0.9	-13	0.9
> Cc1cc(C)nc(SCc2nc(N)nc(-c3ccccc3O)n2)n1
    0	18	1	2.0	-2	-0.9	-18	1.7	-7	1.8
> COc1ccc(CCNC(=O)c2cc3c(=O)n(C)c4ccccc4c3n2C)cc1OC
    -1	38	-3	-3.0	-2	-2.3	-38	-0.7	0	4.1
> Cc1cccc(C)c1NC1=NC(=S)N(c2ccccc2)C12CCOC(C)(C)C2 (centres undefined)
    4	46	/	2.0	-3	0.1	-46	0.2	-2	1.0

From PubChem BioAssay
